# LDHA block: LDHA (human) enzyme inhibition. P00338. purified LDHA, NADH/diaphorase-resazurin fluorescence; active compounds read low. activity change, % (values are at about 110 or 230 µM). actives 0.15% (n = 480,000); in the data active = activity change below about -30%; inconclusive = mostly about -25% to -30%;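 also: plate controls were DMSO wells for no effect and wells without enzyme for full effect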
#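 Human LDH5 at 2 nM final in Tris HCl pH 7.4 with 0.06 mM NADH and 0.2 mM pyruvate, reacted 5 minutes at room temperature. Remaining NADH coupled via diaphorase/resazurin; resorufin fluorescence read at 0 and 20 minutes, normalized to enzyme-free and DMSO wells.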
# POLB inh: DNA polymerase beta (human) inhibition. P06746. Pol beta primer extension/strand displacement, fluorescence kinetic. Potency, µM (doses to about 114 µM), for inactives: at the top dose activity change, negative = inhibition, usual class: inhibitors. actives 1.3% (n = 340,000). AID 485314; also: potency is read from the fitted curve at half-maximal effect; % is scaled to controls: 0 for no effect and ±100 for the full control effect
#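 Homogeneous kinetic assay of primer extension and strand displacement by 10 nM Pol beta, preincubated 15 min at room temperature with compound before 50 nM substrate (final) was added. Read at 0 and 10 min; four-parameter Hill fit.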
# POLH inh: DNA polymerase eta (human) inhibition. Q9Y253. recombinant Pol eta, fluorescent DNA replication assay. Potency, µM (series often up to 114 µM), for inactives: top-dose activity change, negative = inhibition, usual class: inhibitors. actives 1.2% (n = 390,000). AID 588591; also: potency is read from the fitted curve at half-maximal effect; % is scaled to controls: 0 for no effect and ±100 for the full control effect
# Target sequence (Q9Y253 whole entry, looked up): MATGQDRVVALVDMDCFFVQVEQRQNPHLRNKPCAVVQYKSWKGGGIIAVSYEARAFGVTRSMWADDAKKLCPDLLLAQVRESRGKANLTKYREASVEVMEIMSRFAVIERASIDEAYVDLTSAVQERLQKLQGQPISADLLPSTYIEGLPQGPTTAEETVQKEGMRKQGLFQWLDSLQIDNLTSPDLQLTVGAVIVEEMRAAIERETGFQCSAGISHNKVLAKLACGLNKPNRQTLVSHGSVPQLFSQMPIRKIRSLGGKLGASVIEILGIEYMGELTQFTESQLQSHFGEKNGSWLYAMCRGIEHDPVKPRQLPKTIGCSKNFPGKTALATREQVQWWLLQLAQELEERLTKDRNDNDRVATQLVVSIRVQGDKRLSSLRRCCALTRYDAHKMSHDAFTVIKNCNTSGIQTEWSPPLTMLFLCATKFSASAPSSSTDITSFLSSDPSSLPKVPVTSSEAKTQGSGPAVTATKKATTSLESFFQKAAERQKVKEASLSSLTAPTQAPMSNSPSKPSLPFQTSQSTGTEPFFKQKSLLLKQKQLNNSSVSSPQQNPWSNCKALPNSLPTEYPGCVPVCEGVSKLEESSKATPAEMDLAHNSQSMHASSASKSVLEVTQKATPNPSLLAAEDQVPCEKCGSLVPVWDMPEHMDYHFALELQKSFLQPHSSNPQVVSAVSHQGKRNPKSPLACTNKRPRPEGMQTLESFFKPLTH
#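 Fluorescent replication assay: 50 nM final substrate added after a 15 min room-temperature compound preincubation with 10 nM enzyme. Signal taken at 0 min and again at 10 min.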
# Apoferritin bind: binds horse apoferritin like a general anesthetic | P02791 | apoferritin/1-aminoanthracene competitive binding, fluorescence | Potency, µM (doses to about 77.5 µM), for inactives: at the top dose activity change, negative = displacement, hits mostly inhibitors | actives 0.074% (n = 350,000) | AID 485281; also: potency is read from the fitted curve at half-maximal effect; % is scaled to controls: 0 for no effect and ±100 for the full control effect; nearly all actives have a fitted effect of over 20% in size
#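 In PBS, apoferritin at 10 uM is loaded with 1-AMA from a 50% saturated solution. After 10 min of compound exposure at ambient temperature, reduced 535 nm fluorescence indicates probe displacement.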
# RGS4 inhibitor: blocks human RGS4-accelerated GTP hydrolysis; P49798; Transcreener GDP fluorescence polarization, RGS4-accelerated GTP hydrolysis; Potency, µM (highest dose often 114 µM), for inactives: at the highest dose activity change, negative = inhibition, most hits filed as inhibitors; actives 0.039% (n = 390,000); AID 504845; also: potency is read from the fitted curve at half-maximal effect; % is scaled to controls: 0 for no effect and ±100 for the full control effect; nearly all actives have a fitted effect of over 75% in size; some results filed as inactive show a strong effect at the top dose
#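 MLSMR compounds (23 nl, pin-transferred) preincubated 10 min at room temperature with a 500nM (2x) first reagent, then RGS4 at 900nM (2x) plus Transcreener GDP mix added; fluorescence polarization (620/688 nm) read before and after 90 min at 30 °C.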
# ALOX12 inh: ALOX12 (human) lipoxygenase inhibition; P18054; purified 12hLO, xylenol orange hydroperoxide absorbance; Potency, µM (top dose mostly 108 µM), without a hit: top-dose activity change, negative = inhibition, usual class: inhibitors; actives 1.1% (n = 580,000); also: potency is read from the fitted curve at half-maximal effect; % is scaled to controls: 0 for no effect and ±100 for the full control effect
#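 Purified human 12hLO at 150 nM in 25 mM Hepes, 0.01% Triton X-100, pH 7.0, preincubated 15 min at room temperature with compound. Reaction started with 40 uM arachidonic acid, 30 min at room temperature. Hydroperoxide measured by Fe-xylenol orange, 573/405 nm absorbance ratio.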
# ERG-DNA inh: ERG Ets/DNA interaction inhibition; P11308; fluorescence polarization, His-ERG Ets domain / labelled DNA; Potency, µM (top dose mostly 76.9 µM), for inactives: top-dose FP activity, negative = inhibition, actives largely listed as inhibitors; actives 0.028% (n = 370,000); AID 624246; active = well fitted inhibition curve with a large enough effect in the polarisation, with a control signal flat; inconclusive = small, poorly fitted or top-dose-only effect, or effect the other way, or a change in a side signal; inactive = no such curve, though single readings can be large or run the other way; the % refers to the polarisation;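 also: polarization taken with two DNA probes labelled with fluorescein and Texas red; potency is read from the fitted curve at half-maximal effect; % of control where 0% means no effect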
#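 His-tagged ERG Ets domain (1 uM in the protein solution; 300mM KCl, 50mM Tris-HCl, 1mM EDTA, 1mM DTT, pH 7.5) received compound, then a probe mix of 5 nM fluorescein-DNA and 100nM Texas-615-DNA. Fluorescence polarization was read for both dyes.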
# Pol kappa inh: blocks human DNA polymerase kappa activity; Q9UBT6; purified Pol kappa, fluorescent DNA synthesis assay, 10 min; Potency, µM (top dose mostly 107 µM), inactives show at the top dose activity, negative = inhibition, most hits filed as inhibitors; actives 0.53% (n = 400,000); AID 588579; also: potency is read from the fitted curve at half-maximal effect; % is scaled to controls: 0 for no effect and ±100 for the full control effect
#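 First, compounds were pin-transferred onto 10 nM Pol kappa. After 15 min at room temperature, substrate was added to 50 nM final. Fluorescence was then measured kinetically at 0 and 10 min.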
# APE1 inh: APE1 (human) endonuclease inhibition. recombinant APE1, TAMRA/BHQ-2 abasic DNA cleavage fluorescence. actives 0.35% (n = 350,000). AID 2517. P27695. Potency, µM (series often up to 65.8 µM), without a hit: at the top dose activity change, negative = inhibition, actives largely listed as inhibitors;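 also: potency is read from the fitted curve at half-maximal effect; plate controls were vehicle for no effect and reference inhibitor for full effect; nearly all actives have a fitted effect of over 55% in size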
# Target sequence (P27695 whole entry, looked up): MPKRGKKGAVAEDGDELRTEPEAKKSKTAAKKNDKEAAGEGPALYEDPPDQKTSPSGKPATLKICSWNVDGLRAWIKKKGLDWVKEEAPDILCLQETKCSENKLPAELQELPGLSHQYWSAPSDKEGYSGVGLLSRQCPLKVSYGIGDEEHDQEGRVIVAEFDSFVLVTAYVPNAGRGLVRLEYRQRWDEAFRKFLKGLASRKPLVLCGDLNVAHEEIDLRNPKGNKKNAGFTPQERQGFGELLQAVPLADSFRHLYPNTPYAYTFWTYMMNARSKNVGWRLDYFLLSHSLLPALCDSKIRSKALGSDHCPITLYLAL
#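 Activity was derived from the fluorescence gain between first and third kinetic reads (60 s intervals, ex 525/em 598 nm) after 50 nM THF-abasic TAMRA/BHQ-2 duplex was added to 0.75 nM APE1 preincubated 15 min with compound.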
# An asterisk follows results filed as active; ? = inconclusive; nt = no result given; & = joins results of further samples; [ ] = another dose, or the depositor's remark. Unless noted, calls follow the shape of the dose curve; as a rule, active = well fitted curve in the direction sought with a large enough effect; inconclusive = small, poorly fitted or top-dose-only effect, or another doubt; inactive = no such curve, though single readings can be large; an effect the other way counts as inactive or inconclusive. The list is partial; rates above refer to the full screens.
Compound	ERG-DNA inh	POLB inh	Apoferritin bind	Pol kappa inh	ALOX12 inh	APE1 inh	LDHA block	RGS4 inhibitor	POLH inh
Cc1ccc(Cl)cc1NC(=O)Nc1nnc(N2CCCC(C)C2)s1 (centres undefined)	7.4%	2.2%	?	5.5%	-4.1%	nt	1.7	6.1%	-13.5%
O=C1NN(c2ccccc2)C(=O)C2C3C=CC(C4CC34)C12 (centres undefined)	-0.4%	15.9%	?	-1.4%	-1.6%[57.4 µM]	0.3%	-0.5	-6.8%	-14.3%
COc1ccc(NC(=O)CC2C(=O)N(c3cccc(OC)c3)C(=O)N2C(C)C)cc1 (centres undefined)	-10.5%	21.3%	-7.8%	-4.4%	21.1%	-4.9%	-3.4	8.2%	-7.4%
O=S(=O)(/N=C(/NC(=S)Nc1ccccc1)c1ccccc1)c1ccc(Cl)cc1	0.4%	18.0%	3.0%	-2.7%	39.8µM*	15.0%	-10.5	-43.0%	-7.1%
COc1cccc(N(CC(=O)N2CCCC2)S(C)(=O)=O)c1	-8.9%	1.2%	-6.0%	6.5%	93.8%[activator]	36.7%	-3.5	-3.0%	-0.3%
CCN(CC)c1ccc(C2N(C(=O)N3CCOCC3)CCN2S(=O)(=O)c2ccc(C)cc2)cc1 (centres undefined)	3.3%	?	?	-17.6%	-29.6%	-1.1%	5.6	2.5%	-11.1%
CC(C)Oc1ccc(C2c3c(oc4ccccc4c3=O)C(=O)N2CCCN2CCOCC2)cc1 (centres undefined)	1.8%	-17.5%	?	0.0%	-21.6%	1.8%	-0.3	-16.9%	1.0%
CCCOc1ccccc1OCC(=O)Nc1cccc(S(=O)(=O)NC2=NCCC2)c1	2.1%	nt	nt	-8.3%	-7.0%	2.7%	-4.2	16.8%	-3.5%
COc1ccccc1C(=O)CSc1n[nH]c(N)n1	2.8%	30.5%	-7.1%	-5.5%	-2.6%	4.5%	-2.8	-42.4%	-11.9%
O=C(O)/C(=C\c1cccc(C(F)(F)F)c1)c1ccc(S(=O)(=O)N2CCCC2)s1	nt	nt	nt	-15.6%	354.6%[activator]	39.0%	-2.0	-23.2%	?
CCOc1ccc(C2CC(c3cccc(Cl)c3)n3nc(N)nc3N2)cc1 (centres undefined)	-3.4%	0.8%	-1.0%	1.5%	285.8%[activator]	-1.1%	-3.1	-7.4%	-17.9%
COc1ccccc1CNS(=O)(=O)c1ccc2c(c1)CCCN2C(C)=O	2.2%	28.4%	-4.7%	-4.0%	13.0%	0.9%	-2.3	-7.2%	0.7%
Cc1ccc(/C=N/NS(=O)(=O)c2ccccc2)o1	4.5%	-1.1%	-10.8%	-9.4%	-7.1%	2.1%	-4.4	-30.9%	-13.4%
Nc1c(S(=O)(=O)c2cccs2)c2nc3ccccc3nc2n1Cc1cccs1	-12.8%	-1.5%	-12.0%	0.1%	247.6%[activator]	-3.0%	1.0	-13.0%	-4.5%
COc1ccc(CN(Cc2ccco2)c2cnc(S(C)(=O)=O)nc2C(=O)Nc2ccc(C)c(Cl)c2)cc1	-2.3%	3.2%	-8.2%	-16.0%	6.5%	nt	-15.7	9.9%	-13.7%
CCOC(=O)C1=C(C)NC(=O)NC1c1c(OC)ccc2ccccc12 (centres undefined)	-10.2%	7.3%	-4.8%	14.8%	9.8%	17.2%	-1.9	-2.2%	-9.4%
FC(F)(F)c1cccc(NC(=S)NCCc2ccccn2)c1	7.6%	6.0%	-10.0%	4.7%	-19.5%	0.0%	1.7	-23.2%	-6.8%
C=CCc1cccc2cc(C(=O)NNC(=O)CC#N)c(=O)oc12	-3.2%	-11.2%	-2.7%	-0.4%	-4.3%	-1.6%	0.2	10.6%	-13.3%
CCC(=O)Nc1cccc(OCc2cc(=O)n3cc(C)ccc3n2)c1	-20.3%	-30.0%	-0.8%	-1.5%[60.1 µM]	-2.0%	nt	0.4	-43.2%	-17.3%
Cc1ccnc(NCc2cc(C)ccc2O)c1	0.7%	2.7%	-16.8%	-7.8%	-2.0%	13.4%	2.0	5.6%	?
O=C1Cc2ccccc2C(c2ccc(Cl)cc2Cl)N1 (centres undefined)	9.8%	13.0%	0.8%	7.6%	-0.9%	1.2%	0.0	-32.7%	-10.7%
COC(=O)CC1C(=O)NCCN1C(=S)NC(=O)CCc1ccccc1 (centres undefined)	3.4%	8.3%	-4.1%	8.2%	10.7%	1.8%	1.8	-36.5%	-10.9%
COc1ccc(CCN(C(=O)c2cccc(F)c2)C2CC(=O)N(c3ccccc3)C2=O)cc1 (centres undefined)	2.3%	-23.0%	-7.4%	-4.2%	7.8%	1.1%	-3.5	-12.2%	-24.6%
COc1ccc2c(c1)cc(C(=O)N[C@@H](CCSC)C(=O)N1CCC[C@H]1C(=O)O)n2C	1.1%	22.7%	-5.9%	4.2%	-11.6%	37.0%	-2.7	-15.5%	-7.3%

# A different layout for some results above.
# Order of values – ERG-DNA inh | POLB inh | Apoferritin bind | Pol kappa inh | ALOX12 inh | APE1 inh | LDHA block | RGS4 inhibitor | POLH inh
CCN(CC)c1ccc(C2N(C(=O)N3CCOCC3)CCN2S(=O)(=O)c2ccc(C)cc2)cc1 (centres undefined)
    3.3% | ? | ? | -17.6% | -29.6% | -1.1% | 5.6 | 2.5% | -11.1%
O=C(O)/C(=C\c1cccc(C(F)(F)F)c1)c1ccc(S(=O)(=O)N2CCCC2)s1
    nt | nt | nt | -15.6% | 354.6%[activator] | 39.0% | -2.0 | -23.2% | ?

# More entries:
Compound	ERG-DNA inh	POLB inh	Apoferritin bind	Pol kappa inh	ALOX12 inh	APE1 inh	LDHA block	RGS4 inhibitor	POLH inh
COc1cc(C)ccc1OCCOc1ccccc1Cl	-5.2%	4.5%	2.2%	-11.9%	0.0%	-8.3%	0.5	3.0%	-10.3%
CCc1ccc(C2=NN(CCC(=O)NC(C)CCc3ccccc3)C(=O)CC2)cc1 (centres undefined)	-1.8%	-8.5%	?	-10.7%	1.5%	-0.7%	-7.0	5.6%	-9.2%
CC(C)CN(C(=O)COC(=O)c1ccc(Cl)c(N)c1)c1c(N)n(Cc2ccccc2)c(=O)[nH]c1=O	0.2%	nt	nt	-6.3%	1.9%	25.8%	-6.5	-24.2%	-5.9%
Cc1nn(-c2ccccc2)c(C)c1Cc1ccc(O)cc1	7.7%	-1.8%	7.6%	1.7%	nt	8.2%	-2.3	-1.4%	-25.8%
O=C(Nc1cc(=O)[nH]c2ncnn12)c1ccccc1	-9.1%	1.1%	0.6%	-16.3%	0.0%	-18.4%	-5.2	-13.3%	8.9%
Cc1ccc(C2c3c(oc4ccccc4c3=O)C(=O)N2c2nncs2)cc1 (centres undefined)	-5.5%	11.6%	5.0%	-5.3%	-1.1%	-0.6%	-2.5	1.9%	-0.6%
COc1ccccc1N1CCN(Cc2ccc(O)c3ncccc23)CC1	6.9%	2.9%	-19.0%	-14.4%	?	8.0%	20.0	21.9%	-5.5%
Cc1noc(C)c1CSc1nc2sc3c(c2c(=O)n1C)CCCC3	-9.7%	8.1%	-16.7%	-3.3%	15.5%	8.5%	-9.5	12.1%	-10.9%
Nn1c(SCC(=O)Nc2ccccc2)nnc1C1CCCCC1	-8.6%	nt	nt	-3.0%	-16.3%	7.7%	-11.1	19.8%	-16.0%
CC(=O)N1c2ccc(S(=O)(=O)N(C)C3CCCCC3)cc2CC1C (centres undefined)	4.5%	-4.0%	0.5%	2.5%	-25.5%	55.2%[activator]	-1.4	-22.7%[56.9 µM]	-6.9%
O=C(Nc1ccc(Cl)c(-c2nc3ccccc3o2)c1)c1cccc2c(Cl)cccc12	-4.6%	11.3%	2.5%	4.0%	0.0%	nt	-4.7	2.3%	1.3%
COc1ccc(N2CCN(C(=O)C(=O)c3cn(CC(=O)N4CCOCC4)c4ccccc34)CC2)cc1	-10.9%	11.7%	-11.9%	-1.2%	5.3%	-5.2%	-10.6	15.8%	-24.1%
COc1cc(C)c(Br)cc1S(=O)(=O)N1CCOCC1	8.0%	-1.2%	2.9%	3.6%	26.4%	8.1%	-1.2	11.8%	-14.0%
COCCCNc1ncnc2c1cnn2-c1ccc(C)cc1C	nt	0.4%	-8.8%	-8.6%	-10.2%	2.5%	-5.6	-5.5%	-0.9%
CC(=O)N1CCN(Cc2nc3ccc(Cl)cc3n2CCO)CC1	-0.4%	17.6%	-2.4%	-10.2%	-24.3%	24.6%	-7.9	1.9%	1.9%
COc1cc(OC)c2c(-c3cccc(-c4sccc4C(C)=O)c3)cc(=O)oc2c1	7.2%	nt	-19.4%[110 µM]	8.2%	0.8%	19.5%&-4.2%	-1.5	4.5%	-4.9%
NS(=O)(=O)c1ccc(CCNC(=O)c2ccc(NC3=NC4CS(=O)(=O)CC4S3)cc2)cc1 (centres undefined)	-3.5%	21.2%	6.6%	-0.5%	nt	34.2%	-3.6	7.6%	-11.9%
O=C(c1ccc(F)cc1)N1CCN2C(=O)c3ccccc3C12c1ccccc1 (centres undefined)	-0.2%	-0.5%	-17.0%	-7.5%	0.0%	10.5%	-6.2	10.2%	-15.0%
O=C(CCCc1nc2ccccc2s1)NCc1ccccc1F	-7.2%	33.4%	-11.0%	-0.4%	-11.5%	-7.6%	-4.2	-21.3%	-15.0%

# Compound activity: PubChem BioAssay, National Center for Advancing Translational Sciences (NCATS)
